# Assay outcomes as filed in PubChem BioAssay.
# EBV gp42 inh: blocks Epstein-Barr virus glycoprotein 42 binding | Fluorescence polarization binding assay, mP read-out | inhibition, % (tested at 21.74 µM) | 220,000 compounds, 0.42% hits; in the data active = inhibition above about 50%
# p97 inhibitor: inhibitors of human p97 ATPase; 220,000 compounds, 0.42% hits; P55072; recombinant p97 ATPase, Kinase-Glo ATP luminescence, 3 h; AID 1481; inhibition, % at 8 µM; in the data active = inhibition above about 15%;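 also: 0% = DMSO vehicle and 100% = wells lacking enzyme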
# Target sequence (P55072 whole entry, looked up): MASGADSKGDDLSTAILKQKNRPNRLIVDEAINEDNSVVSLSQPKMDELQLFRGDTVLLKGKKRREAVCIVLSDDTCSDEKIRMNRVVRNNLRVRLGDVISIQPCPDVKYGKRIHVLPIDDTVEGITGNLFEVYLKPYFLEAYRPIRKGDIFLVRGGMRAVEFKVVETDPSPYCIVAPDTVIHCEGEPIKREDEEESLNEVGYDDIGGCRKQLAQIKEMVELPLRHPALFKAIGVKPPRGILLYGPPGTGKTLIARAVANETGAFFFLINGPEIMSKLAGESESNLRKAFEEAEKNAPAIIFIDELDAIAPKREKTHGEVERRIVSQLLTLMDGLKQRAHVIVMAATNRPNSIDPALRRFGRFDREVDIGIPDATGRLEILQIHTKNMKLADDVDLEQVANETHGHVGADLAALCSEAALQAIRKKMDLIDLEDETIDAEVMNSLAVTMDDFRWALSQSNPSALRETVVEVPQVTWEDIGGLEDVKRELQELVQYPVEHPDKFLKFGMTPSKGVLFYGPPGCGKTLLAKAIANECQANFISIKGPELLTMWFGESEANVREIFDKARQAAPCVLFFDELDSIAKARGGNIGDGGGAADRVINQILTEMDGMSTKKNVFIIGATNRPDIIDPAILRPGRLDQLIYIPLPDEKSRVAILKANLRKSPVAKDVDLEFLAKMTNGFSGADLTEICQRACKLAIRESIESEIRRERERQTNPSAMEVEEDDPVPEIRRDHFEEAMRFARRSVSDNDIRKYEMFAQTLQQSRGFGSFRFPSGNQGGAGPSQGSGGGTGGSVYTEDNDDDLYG
# Runt-SMMHC FRET: inhibitors of human RUNX1 Runt domain binding to CBFb-SMMHC | Q01196+Q13951 | Cerulean-Runt/Venus-CBFb-SMMHC FRET ratio 530/480, 1 h | inhibition, % at 20 µM | 220,000 compounds, 0.74% hits | AID 1434;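 active = mean inhibition across duplicate retests at 20 µM reaching about 50%, limit read from the data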;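 also: 0% = DMSO wells and 100% = wells with excess untagged CBFb-SMMHC; inhibitors lower the FRET ratio by blocking Runt binding to CBFb-SMMHC; some results filed as inactive read as strong as hits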
# RBBP9 inh: inhibitors of human serine hydrolase RBBP9. recombinant RBBP9, FP-Rh probe fluorescence polarization. O75884. inhibition, % at 7.94 µM. AID 1515. 220,000 compounds, 0.2% hits;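 active = inhibition above the campaign mean of all tested compounds plus 3 SD, cut at about 14% in these data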;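 also: plate controls were DMSO wells with RBBP9 for no effect and wells lacking RBBP9 protein for full effect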
# Target sequence (O75884 whole entry, looked up): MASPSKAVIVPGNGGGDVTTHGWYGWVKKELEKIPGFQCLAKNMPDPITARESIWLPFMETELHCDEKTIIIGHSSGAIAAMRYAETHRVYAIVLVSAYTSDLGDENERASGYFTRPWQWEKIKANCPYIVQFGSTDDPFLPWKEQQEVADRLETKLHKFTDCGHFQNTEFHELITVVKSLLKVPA
#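 Test system: recombinant human RBBP9. Quantity: 2.5 µM RBBP9 dispensing solution, before mixing. Detection: FP readout at 525/598 nm. Reagent: Serine-hydrolase probe FP-Rh, 375 nM pre-mixing. Measure: % inhibition. Control set: DMSO-treated enzyme wells and wells lacking RBBP9. Buffer or medium: Tris-NaCl-Pluronic buffer, pH 8.0. Times: preincubation 30 min plus labeling 45 min at 25 °C.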
# Calpain2 inh: inhibitors of pig calpain II; purified calpain II, fluorogenic peptide substrate, 30 min; inhibition, % at 16 µM; 220,000 compounds, 0.37% hits; AID 1236;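 active = inhibition above about 50%, limit read from the data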
# Runt-CBFb FRET: blocks binding of human RUNX1 Runt domain to CBFb | Q01196+Q13951 | Cerulean-Runt/Venus-CBFb FRET ratio 530/480, 1 h | inhibition, % at 20 µM | 220,000 compounds, 0.46% hits | AID 1496;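 active = inhibition over about 50% at 20 µM in the single-dose screen, limit read from the data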;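 also: 0% = DMSO wells and 100% = excess unlabeled CBFb competitor control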
#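 test system = Cerulean-Runt domain fusion protein, energy donor | probe or stimulus = Venus-CBFb binding partner, 100 nM | incubation = two 1 h room-temperature incubations shielded from light | detection = fluorescence energy transfer, 422 nm excitation, 530/480 nm emission | measure = loss of energy transfer signal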
# TbHK1 inh: T. brucei hexokinase 1 inhibition | recombinant TbHK1, G6PDH-coupled NADH A340 | inhibition, % at 10 µM | 220,000 compounds, 0.11% hits | AID 1430;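 active = inhibition of 50% or more in the single-dose primary screen; inactive = inhibition below 50%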
# p47phox inh: blocks human p47phox regulatory protein of NADPH oxidases; P14598; p47phox/p22phox peptide binding, fluorescence polarization, 2 h; inhibition, % at 24.7 µM; 220,000 compounds, 0.53% hits; AID 1274;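 active = inhibition above about 30%, limit read from the data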;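 also: 0% = p47phox with labelled peptide and 100% = labelled peptide alone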
# Furin inh: human furin inhibition. inhibition, % at 30 µM. 220,000 compounds, 0.061% hits. purified furin, fluorogenic substrate cleavage. P09958; in the data active = inhibition above about 25%; also: inactives centre near -15
# The depositor's hits bear a star; i = inactive; . = not tested or not shown; [ ] = dose if it differs, or a comment.
SMILES,EBV gp42 inh,p97 inhibitor,Runt-SMMHC FRET,RBBP9 inh,Calpain2 inh,Runt-CBFb FRET,TbHK1 inh,p47phox inh,Furin inh
O=C(CN1CCN(S(=O)(=O)c2ccccc2[N+](=O)[O-])CC1)NC(=O)NCc1ccco1,-4,5,-2,-8,-92,0,1,-14,-19
CCCCOc1ccc(Cc2c(COCC)[nH]c(=S)[nH]c2=O)cc1,-16,-4,2,1,-1,2,-4,-16,-30
COc1cccc(NS(=O)(=O)c2ccc3[nH]cc(C(=O)NCCN4CCOCC4)c(=O)c3c2)c1,.,-1,1,-5,.,1,-9,.,-16
O=C(CN(Cc1cccs1)C(=O)CSc1nnc(COc2ccccc2)o1)NC1CCCCC1,-5,-5,-1,-10,20,-2,-2,-6,-15[20 µM]
CCC(C)S(=O)(=O)c1snnc1C (centres undefined),-18,1,0,-9,-10,4,-4,-8,-25[20 µM]
c1ccc(C2[C@H]3CN(Cc4cccnc4)[C@H](c4ccccc4)C34CC2(c2ccccc2)C4)cc1 (some centres undefined),-12,.,1,.,7,1,13,-5,-19
CCOC(=O)C(C(=O)OCC)C(C)(C)/C(C)=N\Nc1ccc([N+](=O)[O-])cc1[N+](=O)[O-],-18,-1,-2,-1,6,-4,-3,0,-9
Cc1nn(-c2ccccc2)c(-c2ccccc2)c1C(=O)O,-12,3,-1,2,-31,-2,-1,-3,-24
CC(C)(O)C#Cc1ccc(C(=O)NCc2ccccc2)s1,.,-7,.,0,.,.,-1,.,-21[20 µM]
O=C(/C=C/c1ccco1)NCc1ccc(F)cc1,8,-2,-2,-8,-11,7,-1,-6,-13
C[N+](C)(C)C(Cc1c[nH]c2ccccc12)C(=O)[O-] (centres undefined),-13,.,0,.,-21,3,-2,-13,-37
Nn1c(SCC(=O)NC2CCCCC2)nnc1-c1ccc(Cl)cc1,-20,-2,3,-9,10,-2,2,-8,-12[20 µM]
CCn1cc(Br)c(C(=O)N2CCN(c3ccccc3)CC2)n1,-11,2,-3,11,-28,1,-2,-2,-2[20 µM]
CCOC(=O)c1c(C)c(C(=O)NCCN2CCOCC2)c(C)n1CC,-19,1,-6,-7,-9,-2,0,-10,-33
O=C1CC(c2ccc(Cl)cc2)CC(O)=C1C=NCc1ccc(Cl)c(Cl)c1 (centres undefined),-26,5,1,-1,14,-3,5,-17,-22[20 µM]
O=C1C=C(Nc2cccc(O)c2)CC(c2ccco2)C1 (centres undefined),-5,5,-8,3,2,1,-18,2,-14[20 µM]
CCOCc1nnc(NC(=O)CSc2ccccc2)s1,-5,5,5,2,-28,1,4,-11,-33[20 µM]
CCOC(=O)C1CCN(c2c(NCc3ccc(C(=O)Nc4ccc(C)cc4)cc3)c(=O)c2=O)CC1,-8,5,-4,0,6,-1,-14,1,-6
Cn1cc(CN2CCCCC2c2ccccn2)c(-c2ccc3c(c2)OCCO3)n1 (centres undefined),-10,9,3,-9,-13,-1,-9,0,-22
C=CCOc1ccc(/C=C/C(=O)Nc2ccc(C(=O)NC)cc2)cc1,10,-2,1,-16,-163,-4,-10,-4,-7
Cc1cc(CN(C)C(=O)CC2C(=O)NCCN2CC(c2ccccc2)c2ccccc2)on1 (centres undefined),-2,-1,.,-12,-19,.,-6,-18,-21
CN1CCOC(=O)/C1=N/Nc1cc(Cl)ccc1Cl,-6,1,-7,-3,-1,0,5,-9,-17
Cc1cccc(NC(=O)Cn2c(/C=C/c3ccccc3)nc3ccccc32)c1,-12,-1,3,-14,-281,3,-20,10,-5
CC(Cc1ccccc1)N/C=C1\CC(=O)NC1=O (centres undefined),0,4,0,1,-20,-2,1,-2,-19[20 µM]
Cc1ccccc1C(=O)NNC(=O)CSc1nnc(-c2ccncc2)n1-c1ccccc1,-9,-1,-2,-13,21,-2,-9,-7,-7
CCC(C)n1cnc2c(c1=O)c1nc3ccccc3nc1n2Cc1ccc2c(c1)OCO2 (centres undefined),-13,4,-12,-5,-414,-1,-19,-27,-14
O=C1CCCN1Cc1ncnn1-c1ccccc1,-1,2,-1,-6,-14,-3,-5,-15,-12[20 µM]
COc1cccc(OC)c1C(=O)O/N=C(\N)c1ccncc1,-19,9,-3,-4,-8,0,-1,-9,-19
CC(OC(=O)c1cc2sccc2n1C)C(=O)NCc1ccc2c(c1)OCO2 (centres undefined),6,-3,-3,-4,38,0,2,-4,-10
CNC(=S)N1N=C(c2ccc(C)cc2)CC1c1ccc(OC)cc1 (centres undefined),0,-3,0,-4,-7,15,-18,-13,-21
COc1ccc(C2Nc3ccc(Br)cc3C(c3ccccc3)N2CC(=O)O)cc1 (centres undefined),-14,3,2,5,-6,1,-14,-8,-5
COc1cc(C(=O)c2ccccc2Cl)c([N+](=O)[O-])cc1OC,2,1,2,2,-57,2,-9,-12,-24
COc1ccccc1-n1c(-c2cn(C)nc2C)n[nH]c1=S,7,-2,6,-7,-6,10,-6,5,-11
O=C(O)c1ccc(-n2cccc2/C=C2/NC(=O)N(c3ccccc3)C2=O)cc1,-21,6,6,-5,-3,17,-8,-30,-12
Cc1cc(C)c2cc(C(c3nnnn3C3CCCC3)N3CCOCC3)c(=O)[nH]c2c1 (centres undefined),-33,8,-20,5,7,-3,-17,-6,-13
COc1ccc(OC)c(/C=N/NC(=O)c2ccc(Cn3cc([N+](=O)[O-])cn3)o2)c1,-22,3,4,-8,-12,-2,-14,-3,-20
Cc1ccc(NC(=O)CSc2n[nH]c(C)c2[N+](=O)[O-])cc1C,-23,-3,-9,-10,-16,0,-13,-18,-27
COc1cccc(N2CCN(C(=O)c3[nH]c(C)c(C(C)=O)c3C)CC2)c1,-2,1,1,-7,13,-1,-13,-53,-25
Cc1cc(OCC(=O)Nc2nnc(C3CC3)s2)ccc1[N+](=O)[O-],-21,3,-2,-7,-31,-2,-11,0,-28
CCN(CC)c1ccc(C=O)c(OC)c1,-12,0,-6,-5,1,2,-56,-5,4

# Four compounds already listed, ordered by heavy-atom count, lowest first.
SMILES,EBV gp42 inh,p97 inhibitor,Runt-SMMHC FRET,RBBP9 inh,Calpain2 inh,Runt-CBFb FRET,TbHK1 inh,p47phox inh,Furin inh
Cc1ccc(NC(=O)CSc2n[nH]c(C)c2[N+](=O)[O-])cc1C,-23,-3,-9,-10,-16,0,-13,-18,-27
Cc1cc(OCC(=O)Nc2nnc(C3CC3)s2)ccc1[N+](=O)[O-],-21,3,-2,-7,-31,-2,-11,0,-28
O=C(O)c1ccc(-n2cccc2/C=C2/NC(=O)N(c3ccccc3)C2=O)cc1,-21,6,6,-5,-3,17,-8,-30,-12
Cc1ccccc1C(=O)NNC(=O)CSc1nnc(-c2ccncc2)n1-c1ccccc1,-9,-1,-2,-13,21,-2,-9,-7,-7

# (list continues)
SMILES,EBV gp42 inh,p97 inhibitor,Runt-SMMHC FRET,RBBP9 inh,Calpain2 inh,Runt-CBFb FRET,TbHK1 inh,p47phox inh,Furin inh
CCOC(=O)Cn1c(=NC(=O)c2sc3ccccc3c2Cl)sc2cc(S(N)(=O)=O)ccc21,-3,-1,-3,-17,38,-5,-16,11,-7
COc1cc(C2C(C#N)=C(N)N(c3cccnc3)C3=C2C(=O)CCC3)ccc1O (centres undefined),-13,-1,-13,-3,14,2,-17,-25,-11[20 µM]
CCOC(=O)c1oc2ccccc2c1NC(=O)COC,-1,3,-7,2,3,-2,4,-2,-13[20 µM]
Cc1ccc(-c2noc(C3CCCN(S(=O)(=O)c4ccc(S(=O)(=O)N(C)C)cc4)C3)n2)o1 (centres undefined),-22,4,-2,-9,-12,-3,-1,-13,-13[20 µM]
CCCCn1cnc2c(oc3nc4c(cc32)CCCC4)c1=O,0,1,-2,-8,-20,0,-7,-3,-26
O=C(NCCOc1ccccc1)C1CCCCC1,-1,-3,1,-4,19,3,7,4,-6
Cc1ccc(-n2nnc3c(=O)n(CC(=O)N4CCC(C)CC4)cnc32)cc1,11,0,1,-8,11,-1,1,2,-12
COc1ccc(N2CCN(C(CNC(=O)C(=O)NCCCn3ccnc3)c3ccco3)CC2)cc1 (centres undefined),-11,1,1,4,1,-1,-1,2,-8
O=C(NC1C2CC3CC(C2)CC1C3)C1CC1 (centres undefined),-28,-6,-3,-3,5,2,5,-5,7[20 µM]
O=C1CC(c2ccccc2)CC(O)=C1C=NCc1ccc(Cl)cc1 (centres undefined),-20,3,0,-4,-20,-2,1,-4,-22[20 µM]
c1ccc(-c2nnc3sc(-c4csc5c4CCCC5)nn23)cc1,-25,-2,17,-6,-33,12,3,-12,-5
COc1ccc(CCNc2ccc(C(CC(N)=O)NC(=O)c3ccc(Br)cc3)cc2[N+](=O)[O-])cc1 (centres undefined),-47,.,-4,.,44,-4,-8,19,-18
CC(C)CSc1nc2c(c(=O)[nH]c(=O)n2C)n1CC(O)COc1cccc2ccccc12 (centres undefined),-8,-4,-8,10,-22,3,-2,11,-22
COc1cc(/C=N/N(C)C)cc(Br)c1O,-10,6,-1,7,-10,9,-51,-18,-13
O=C(NC1CS(=O)(=O)CC1NCc1ccco1)c1ccccc1 (centres undefined),-4,5,2,-5,14,0,1,1,-29
CC1=NN(c2ccccc2)C(=O)C1=C(C)C,-6,14,-8,-3,4,-4,-2,-12,-29
N#Cc1cn(CC(=O)NCCc2c[nH]c3ccccc23)c2ccccc12,-12,1,0,-7,-17,0,6,-16,-22
CC(C)OC(=O)CSc1nc(N)c(C#N)c(-c2cccs2)c1C#N,-29,-5,-4,-1,-23,-4,-2,-12,-5
CCc1nc(-c2ccc(OC)c(OC)c2)cc2cc(OC)c(OC)cc12,-8,0,-10,-2,-32,-6,-2,-15,-27
CC(=NCCN1CCN(C(C)=C2C(=O)c3ccccc3C2=O)CC1)C1=C(O)CC(C)(C)CC1=O,9,-5,-3,-9,28,-2,-17,-4,-5
O=C(NC1CCCc2ccccc21)C1CCC(CNc2c(N3CCOCC3)c(=O)c2=O)CC1 (centres undefined),-15,-7,-4,-1,-34,0,-1,1,-2
COc1cc(NC(=O)c2cccs2)c(C(=O)OCC(=O)NC(=O)NCc2ccccc2)cc1OC,-29,-4,-1,-11,i,4,-29,-8,-7[20 µM]
O=C(c1cccc(-c2ccc(O)cc2)c1)N1CCOCC1,-6,1,1,-7,-38,1,-2,-7,-11[20 µM]
N#Cc1cnn2c(C(F)(F)F)c3c(nc12)CCCC3,-18,3,0,-1,-15,0,-8,5,-15
CS(=O)(=O)N(CCc1ccccc1)CC(=O)NCc1cccnc1,-7,3,1,-1,-35,0,2,-3,-20[20 µM]
CCOc1ccc(CNC(=O)C(CC)n2nc(C)n3c(cc4occc43)c2=O)cc1OC (centres undefined),1,-1,-2,-5,15,2,1,-2,-11
COc1ccc(NC(=O)COC(=O)Cc2ccc(Br)cc2)cc1,-2,0,1,-2,-5,-1,1,-3,-25
CCOC(=O)c1nnn(-c2nonc2N)c1CN1CCCCCC1,-19,3,3,0,-17,1,-1,3,-14
CCOC(=O)c1ccc(NC(=O)COc2ccc(CNCCO)cc2OCC)cc1,-13,0,3,9,23,2,-1,-2,-22
COC(=O)c1cccc(NC(=O)c2ccc(OC)c(Cl)c2)c1,-4,-1,3,-6,0,-1,2,-18,-34
CC(C)(C)C(=O)Nc1ccccc1C(=O)NCCCn1ccnc1,-21,5,0,0,-16,0,2,3,-19
CC1CCCCN1C(=O)Cn1cnc2c1c(=O)n(C)c(=O)n2C (centres undefined),10,-2,3,-11,7,2,-3,-3,-4

# Rows are unselected; about 2.7% have a hit in one of these screens.
